PKA-R1A activ = activates the PKA-R1A holoenzyme complex; P00514+P68181; PKA-R1A dissociation, Cy5-IP20 fluorescence polarization; scaled: DMSO 0%, 113 µM cGMP 100%; activation, % at 11.4 µM; 0.083% of 340,000 active; AID 504707;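 active = percent activation above the mean of all tested compounds plus 3 SD, cut at about 19% in these data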;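 note: higher means more PKAc released from R1A so a rise in polarization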
HTR5A inv ag = inverse agonist of human HTR5A in OPRM1-OPRD1 counter-screen | P47898 | 0.083% of 340,000 active | AID 504634 | inhibition, % at 9.3 µM | HTR5A cell line, luminescence, inverse agonism; in the data active = inhibition mostly above about 23%, no sharp cut-off; inactive = mostly below about 18%;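 note: 0% = cells with DMSO and 100% = no-cell wells with DMSO; some compounds called inactive have numbers as strong as hits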
CDK5 inh = blocks human CDK5/p35 kinase activity. AID 488839. Q00535+Q15078. Recombinant CDK5/p35, ADP-Glo luminescence, 60 min. 0.01% of 330,000 active. inhibition, % at 10 µM;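 active = highest replicate inhibition of at least 50% and at least 75% of replicates reaching 50%; inconclusive = only one of the two criteria met; inactive = both criteria failed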;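 note: plate controls were DMSO neutral control for no effect and GW8510 at 10 µM for full effect; many of its hits are not listed in these tables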
HTR5A ag = activates human HTR5A in OPRM1-OPRD1 agonist counter-screen; P47898; HTR5A agonist assay, luminescence, cell-based; activation, % at 9.3 µM; 0.61% of 340,000 active; in the data active = activation mostly above about 9.5%, no sharp cut-off; inactive = mostly below about 7.6%;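 note: 0% = cells with vehicle only and 100% = reference agonist; strong numbers were not always called active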
SUMO Mot1 rescue = inhibitors of SUMOylation pathway: yeast Mot1-301 growth rescue; growth rescue, % at 18.8 µM; 1% of 320,000 active; S. cerevisiae Mot1-301 growth rescue, ATP luminescence, 38.5C; percent above DMSO median, 100 means doubled;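 active = every valid replicate shows activation above 250% relative to neutral control wells; inactive = the rest, any valid replicate at or below 250%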;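 note: OY570 slx delta 5 strain wells were the positive control but not used for scaling; some compounds called inactive have numbers as strong as hits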
DAGLB inh = diacylglycerol lipase beta (human) inhibition; Q8NCG7; HEK293T DAGLB membrane lysate, EnzChek fluorogenic substrate; inhibition, % at 5.17 µM; 0.059% of 340,000 active; AID 504411; in the data active = inhibition above about 34%;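 note: 0% = enzyme with vehicle and 100% = wells lacking enzyme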
Target sequence (Q8NCG7 whole entry, looked up): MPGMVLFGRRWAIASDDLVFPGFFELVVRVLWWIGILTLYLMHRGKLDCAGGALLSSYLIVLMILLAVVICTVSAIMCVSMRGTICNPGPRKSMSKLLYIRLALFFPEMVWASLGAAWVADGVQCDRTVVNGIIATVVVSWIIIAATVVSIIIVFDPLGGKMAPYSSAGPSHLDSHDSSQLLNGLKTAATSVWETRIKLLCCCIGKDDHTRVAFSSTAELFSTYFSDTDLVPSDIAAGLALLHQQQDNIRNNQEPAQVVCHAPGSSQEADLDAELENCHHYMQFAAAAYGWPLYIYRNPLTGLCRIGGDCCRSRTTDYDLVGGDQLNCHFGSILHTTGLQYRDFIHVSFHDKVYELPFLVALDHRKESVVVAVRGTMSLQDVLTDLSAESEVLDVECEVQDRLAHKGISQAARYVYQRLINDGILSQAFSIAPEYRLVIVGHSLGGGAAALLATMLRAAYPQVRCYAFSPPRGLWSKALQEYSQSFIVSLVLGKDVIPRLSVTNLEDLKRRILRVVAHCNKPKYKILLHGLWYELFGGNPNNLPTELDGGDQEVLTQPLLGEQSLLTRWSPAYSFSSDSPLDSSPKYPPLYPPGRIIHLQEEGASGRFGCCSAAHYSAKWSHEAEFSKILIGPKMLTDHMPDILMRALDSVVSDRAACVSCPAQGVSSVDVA
PKA-R2B act = activators of human PKA-R2B complex; P22694+P31323; PKA-R2B holoenzyme dissociation, Cy5-IP20 fluorescence polarization; R2B truncated from residue 108, S112A mutant; 0% DMSO only, 100% 113 µM cGMP; activation, % at 11.4 µM; 0.079% of 340,000 active; AID 504700;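 active = activation above a cutoff set at the mean over all compounds plus 3 SD, cut at about 18% in these data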;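 note: higher means more holoenzyme dissociation and a rise in polarization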
E coli growth = counter-screen for AddAB inhibitors: E. coli growth inhibition; E. coli V3065 growth, OD600 absorbance, 18 h; inhibition, % at 11.9 µM; 0.27% of 330,000 active;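 active = inhibition above the campaign's mean inhibition across all tested compounds plus 3 SD, cut at about 9.9% in these data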;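 note: uninfected addAB+ strain grown without phage in ampicillin broth; 0% = DMSO wells and 100% = ciprofloxacin 0.95 µg/ml wells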
Tat transport = blocks Tat-dependent protein export in E. coli; E. coli MC4100 TorA-mCherry Tat export, fluorescence; inhibition, % at 10 µM; 0.036% of 340,000 active; AID 488895;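 active = mean replicate inhibition at least 50% and at least half of replicates individually reaching 50%; inconclusive = only one of the two criteria met; inactive = neither criterion met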;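 note: exported cargo escapes ClpAP degradation while cytoplasmic cargo is degraded and loses fluorescence; 0% = median of neutral control wells and 100% = median of NaSCN control wells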
AddAB inh = less growth of phage-infected E. coli with AddAB; 0.29% of 330,000 active; inhibition, % at 11.9 µM; E. coli expressing H. pylori AddAB, absorbance growth; in the data active = inhibition above about 12%;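 note: 0% = vehicle wells of infected cells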
phage Ecoli inh = E. coli growth loss with phage present; AID 651602; 0.26% of 360,000 active; growth absorbance; inhibition, % at 11.9 µM; in the data active = inhibition above about 11%
* = called active by the depositor; ? = inconclusive; . = no result given.

SMILES	PKA-R1A activ	HTR5A inv ag	CDK5 inh	HTR5A ag	SUMO Mot1 rescue	DAGLB inh	PKA-R2B act	E coli growth	Tat transport	AddAB inh	phage Ecoli inh
CCc1c(O)nc(SCC(=O)Nc2ccc3c(c2)CCC3)[nH]c1=O	5	-20	0.2	-3	4	-7	-9	-3.0	6	2.1	0.5
COc1ccc(C(=O)Nc2nc3cc(OC)c(OC)cc3c(=O)[nH]2)cc1	-2	-22	0.3	0	1	-1	0	-2.6	3	-1.7	0.2
O=C(OCc1ccc(Cl)cc1)c1cnccn1	-2	-19	0.5	0	133	2	3	-1.7	-1	0.5	1.4
CC(=O)c1cccc(N(C(=O)c2cnccn2)C(C(=O)NCc2ccccc2)c2ccco2)c1 (stereo not given)	-4	18	4.9	-7	11	-6	-9	-1.4	8	0.9	0.6
Cc1ccc(NC(=O)NNC(=O)COc2ccc([N+](=O)[O-])cc2)cc1C	6	-4	-4.7	3	33	2	10	-0.2	-5	-2.1	1.3
Cc1c(OCC(=O)N2C[C@H]3C[C@@H](C2)c2cccc(=O)n2C3)ccc2c3c(c(=O)oc12)CCC3	-7	7	1.2	1	16	1	-2	0.7	2	6.0	2.3
CCOc1ccccc1N(C(=O)CNS(=O)(=O)c1ccccc1)C(CC)C(=O)NCc1ccco1 (stereo not given)	-5	-7	1.0	10	107	4	7	-0.1	1	5.4	0.6
O=C(CN1C(=O)NC2(CCCC2)C1=O)OCCOc1ccc(Br)cc1	-7	-8	2.1	3	-16	2	-11	2.1	3	1.7	5.4
COc1ccc(CCNC(=O)/C=C\c2ccccc2)cc1OC	5	6	1.4	-2	62	0	-13	2.6	2	5.6	3.2
COC(=O)c1cc(-c2ccc(OC)cc2)on1	8	-5	-2.5	2	17	-2	-5	2.8	-1	1.0	2.9
CC(=O)N1C(=O)/C(=C2\SC(=S)N(c3c(C)n(C)n(-c4ccccc4)c3=O)C2=O)c2ccccc21	-13	1	.	-5	72	-6	-4	-1.6	11	4.6	2.6
CCCCN(N=Nc1nonc1OC)c1nonc1OC	-13	-6	1.2	2	2	-12	4	-0.3	12	4.2	1.9
Cc1cc(NCC(c2ccccc2)c2ccccc2)n2ncnc2n1	-1	-20	0.1	-2	4	1	-8	0.0	-1	2.8	-0.3
O=C(Nc1ccc2c(c1)OCO2)C1CC1	8	8	0.6	-4	6	-2	-7	0.0	7	1.2	-0.4
CCn1nc(C(=O)Nc2cc(Cl)ccc2-n2cncn2)c2ccccc2c1=O	2	-20	-1.2	2	-12	-1	4	0.9	1	1.7	4.9
O=C(c1cccnc1)N1CCCc2ccccc21	-7	-10	-4.0	2	-25	1	-3	2.1	2	0.0	3.1
O=C(c1ccc(-n2cncn2)c([N+](=O)[O-])c1)N1CCN(S(=O)(=O)c2ccc(F)c(F)c2)CC1	-6	1	0.4	0	-3	2	-7	-0.6	-3	0.9	4.3
CCOC(=O)C1CCCN(C(=O)c2ccc3[nH]c4c(c3c2)CC(C)CC4)C1 (stereo not given)	-4	-25	0.3	10	0	-1	-5	1.2	3	0.6	0.7
O=S(=O)(NCCC1=CCCCC1)c1ccc(Br)cc1	-13	-11	-2.0	4	-2	-9	-3	0.8	5	-0.3	0.1
Nn1c(SCC(=O)Nc2ccc3c(c2)CCC3)nnc1C1CC1	4	-1	-2.4	0	-1	0	-10	1.5	-3	-0.6	4.2
CCOc1ccc(N(CCC#N)S(=O)(=O)c2ccc(OC)cc2)cc1	-5	-1	2.4	1	2	-1	7	0.5	1	0.6	1.9
CN(C)CCCN(C(=O)c1nc2ccccc2s1)c1nc2ccc(F)cc2s1	-6	-27	1.9	9	-10	-1	-4	-1.6	-2	-0.8	2.8
C/C(=C\C1CCCCC1)C(NC(=O)c1ccc(C(F)(F)F)cc1)c1ccc(-c2ccccc2)cc1 (stereo not given)	4	20	-2.3	-8	-6	-13	-1	0.2	0	-1.1	2.0
Cn1cc(Cl)c(C(=O)Nc2nccs2)n1	-7	3	0.9	-1	117	0	-8	1.4	-2	2.6	2.1

Two of the compounds above, field by field:
CCn1nc(C(=O)Nc2cc(Cl)ccc2-n2cncn2)c2ccccc2c1=O
  PKA-R1A activ = 2
  HTR5A inv ag = -20
  CDK5 inh = -1.2
  HTR5A ag = 2
  SUMO Mot1 rescue = -12
  DAGLB inh = -1
  PKA-R2B act = 4
  E coli growth = 0.9
  Tat transport = 1
  AddAB inh = 1.7
  phage Ecoli inh = 4.9
O=C(c1cccnc1)N1CCCc2ccccc21
  PKA-R1A activ = -7
  HTR5A inv ag = -10
  CDK5 inh = -4.0
  HTR5A ag = 2
  SUMO Mot1 rescue = -25
  DAGLB inh = 1
  PKA-R2B act = -3
  E coli growth = 2.1
  Tat transport = 2
  AddAB inh = 0.0
  phage Ecoli inh = 3.1

Remaining list, next part:
SMILES	PKA-R1A activ	HTR5A inv ag	CDK5 inh	HTR5A ag	SUMO Mot1 rescue	DAGLB inh	PKA-R2B act	E coli growth	Tat transport	AddAB inh	phage Ecoli inh
COc1ccccc1N1CC(C(=O)Nc2nnc(SCC(=O)N3CCCC3)s2)CC1=O (stereo not given)	0	15	-0.4	-6	-17	-3	-5	-0.5	6	-0.4	-2.1
CN(CC(=O)Nc1ccccc1Cl)C(=O)COC(=O)c1nc(Cl)ccc1Cl	-3	5	-1.5	0	8	-2	4	1.4	-2	0.0	5.5
O=C(CN1CCN(c2ncc(C(F)(F)F)cc2Cl)CC1)NC(=O)NCc1ccccc1	3	11	-1.7	-4	-6	-1	-3	-0.2	0	2.5	0.3
CSCCC(NC(=O)c1ccco1)C(=O)NC1CCCCCC1 (stereo not given)	-8	3	1.6	5	5	1	-6	1.7	-10	0.2	3.8
S=C(Nc1ccccc1)N1CCn2cccc2C1c1cccnc1 (stereo not given)	5	4	0.5	-1	47	3	-13	1.7	0	2.5	3.3
O=C(CCc1c[nH]c2ccccc12)NCCc1ccc(O)cc1	0	2	-0.3	-1	-24	-2	3	0.4	6	-1.7	4.0
Cc1[nH]nc(-c2ccc(OCc3cnn(-c4ccccc4)c3)cc2O)c1Oc1ccccc1F	0	-6	0.6	2	74	-14	6	1.5	3	3.2	1.4
CCCNC(=O)Cn1c(=O)oc2cc(S(=O)(=O)N3CCCC3)ccc21	12	8	-0.7	-3	-14	0	-3	37*	0	55*	-1.5
Nc1nonc1C(=O)NCCN=Cc1cc(Cc2ccccc2)cc(Br)c1O	0	-17	2.1	2	31	8	-7	6.6	?	18*	.
COc1ccccc1NC(=O)C1CCCN(S(=O)(=O)c2ccccc2)C1 (stereo not given)	-16	-6	-4.2	1	-5	-3	-1	0.2	3	1.6	2.8
C#Cc1ccc([C@H]2C=C(C(=O)O)O[C@@H](OCCCCO)C2)cc1	-9	-14	0.3	5	-10	4	-7	-2.6	-2	2.6	2.2
CCN1CCCC1CNC(=O)c1ccc(Sc2ccccc2Cl)c([N+](=O)[O-])c1 (stereo not given)	-10	-16	1.8	6	.	4	6	-1.8	3	0.4	0.5
CNC(=O)CCSc1ccc(C)cc1	0	6	0.4	-2	0	0	3	2.3	-12	1.9	2.1
N=C1SCC(=O)N1c1nc(-c2ccccc2)cs1	-7	-8	0.3	1	-12	7	0	0.1	-1	-1.4	-1.1

Reprinted from the results shown for reference:
SMILES	PKA-R1A activ	HTR5A inv ag	CDK5 inh	HTR5A ag	SUMO Mot1 rescue	DAGLB inh	PKA-R2B act	E coli growth	Tat transport	AddAB inh	phage Ecoli inh
COc1ccccc1N1CC(C(=O)Nc2nnc(SCC(=O)N3CCCC3)s2)CC1=O (stereo not given)	0	15	-0.4	-6	-17	-3	-5	-0.5	6	-0.4	-2.1
CN(CC(=O)Nc1ccccc1Cl)C(=O)COC(=O)c1nc(Cl)ccc1Cl	-3	5	-1.5	0	8	-2	4	1.4	-2	0.0	5.5
O=C(CN1CCN(c2ncc(C(F)(F)F)cc2Cl)CC1)NC(=O)NCc1ccccc1	3	11	-1.7	-4	-6	-1	-3	-0.2	0	2.5	0.3
CSCCC(NC(=O)c1ccco1)C(=O)NC1CCCCCC1 (stereo not given)	-8	3	1.6	5	5	1	-6	1.7	-10	0.2	3.8
S=C(Nc1ccccc1)N1CCn2cccc2C1c1cccnc1 (stereo not given)	5	4	0.5	-1	47	3	-13	1.7	0	2.5	3.3
O=C(CCc1c[nH]c2ccccc12)NCCc1ccc(O)cc1	0	2	-0.3	-1	-24	-2	3	0.4	6	-1.7	4.0
Cc1[nH]nc(-c2ccc(OCc3cnn(-c4ccccc4)c3)cc2O)c1Oc1ccccc1F	0	-6	0.6	2	74	-14	6	1.5	3	3.2	1.4
CCCNC(=O)Cn1c(=O)oc2cc(S(=O)(=O)N3CCCC3)ccc21	12	8	-0.7	-3	-14	0	-3	37*	0	55*	-1.5
Nc1nonc1C(=O)NCCN=Cc1cc(Cc2ccccc2)cc(Br)c1O	0	-17	2.1	2	31	8	-7	6.6	?	18*	.
COc1ccccc1NC(=O)C1CCCN(S(=O)(=O)c2ccccc2)C1 (stereo not given)	-16	-6	-4.2	1	-5	-3	-1	0.2	3	1.6	2.8

No enrichment for hits. Share with any hit: about 2.3%.
